Vif-A3G inh = Vif-A3G binding inhibition. AID 602310. Q9HC16. HeLa A3G-eYFP + Vif (tagged APOBEC3G with the HIV-1 protein that degrades it), YFP fluorescence, overnight. Potency, µM (series often up to 46.1 µM), for the others: top-dose activity, negative = active, hits mostly inhibitors. hit rate 0.076% among 410,000;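 also: potency is read from the fitted curve at half-maximal effect; % is scaled to controls: 0 for no effect and ±100 for the full control effect; nearly all actives have a fitted effect of over 60% in size; hits raise eYFP signal because A3G escapes Vif-driven loss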
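Read-out is eYFP fluorescence (Ex 488/Em 500-530) from Vif-expressing HeLa A3G-eYFP cells; more signal means A3G escaped Vif-mediated degradation. Cells plated overnight, compound pinned in, incubated overnight at 37 deg C.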
PI4K2A block = blocks human PI4K2A kinase activity | Q9BTU6 | purified PI4K2A, ADP-Glo luminescence, 1 h; hits give low values | activity change, negative = inhibition, % at 76.9 µM | hit rate 0.13% among 420,000 | AID 1346378; in the data active = activity change below about -50%; inconclusive = mostly about -30% to -49%;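 also: -100% = wells without enzyme as full effect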
Target sequence (Q9BTU6 whole entry, looked up): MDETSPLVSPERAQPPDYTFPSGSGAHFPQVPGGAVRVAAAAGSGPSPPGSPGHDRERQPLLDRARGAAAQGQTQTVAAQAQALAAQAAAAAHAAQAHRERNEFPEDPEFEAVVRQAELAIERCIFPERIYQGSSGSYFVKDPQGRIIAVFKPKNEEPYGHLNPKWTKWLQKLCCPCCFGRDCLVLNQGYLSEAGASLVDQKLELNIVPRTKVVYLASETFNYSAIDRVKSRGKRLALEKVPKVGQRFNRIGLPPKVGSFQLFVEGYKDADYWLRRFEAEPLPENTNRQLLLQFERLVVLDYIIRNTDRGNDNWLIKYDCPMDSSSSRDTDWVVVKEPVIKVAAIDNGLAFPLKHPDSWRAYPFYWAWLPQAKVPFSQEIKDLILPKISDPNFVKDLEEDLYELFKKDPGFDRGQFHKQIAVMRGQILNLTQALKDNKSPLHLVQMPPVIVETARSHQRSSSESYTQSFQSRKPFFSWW
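In this quantitative HTS, ADP production by PI4K2A was quantified luminescently after 1 h at ambient temperature; 100 microM adenosine served as plate-quality control.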
GRP78 ERSR act = ER stress response induction in glioma. U87-MG GRP78 promoter luciferase reporter, 16 h. Potency, µM, inactives show top-dose activation, hits mostly activators. hit rate 0.02% among 420,000; also: potency is read from the fitted curve at half-maximal effect; series mostly up to about 76 µM; % of control where 0% means no effect; nearly all actives have a fitted effect of over 35% in size
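Stably transfected U87-MG glioma cells carrying a GRP78-based luciferase sensor; 16 h compound incubation. Luminescence end-point read 10 min after Bright-Glo addition at room temperature.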
RXFP1 ag = RXFP1 (human) receptor agonism | HEK293T-RXFP1 cAMP TR-FRET, 30 min; response scale: percent of porcine relaxin response, buffer zero | Q9HBX9 | AID 2676 | Potency, µM (series often up to 57.5 µM), for inactives: at the top dose activation, hits mostly activators | hit rate 0.3% among 370,000; also: potency is read from the fitted curve at half-maximal effect; % is scaled to controls: 0 for no effect and ±100 for the full control effect; nearly all actives have a fitted effect of over 60% in size; many of its hits are not listed in these tables
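cAMP rise read by TR-FRET after 30 min, 37C compound exposure (up to 58 uM) in RXFP1-transfected HEK293 cells with Ro 20174 present. EC50 from Hill-equation fits, with 29 nM porcine relaxin as 100% and buffer as basal.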
Vif-APOBEC3F blk = Vif-A3F binding inhibition. HeLa A3F-eYFP + Vif (tagged APOBEC3F with the HIV-1 protein that degrades it), YFP fluorescence increase. Potency, µM (titrated, usually from 46.1 µM), without a hit: top-dose activity, negative = active. hit rate 0.2% among 390,000. AID 602313; also: potency is read from the fitted curve at half-maximal effect; % of control where 0% means no effect; nearly all actives have a fitted effect of over 65% in size
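HeLa cells stably expressing A3F-eYFP plus Vif, plated and incubated overnight at 37 deg C, then exposed to compounds overnight at 37 deg C. Blocked degradation read as raised yellow fluorescence (Ex 488/Em 500-530).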
USP1-UAF1 inh = USP1/UAF1 (human) deubiquitinase inhibition | recombinant USP1/UAF1, Ub-Rhodamine cleavage fluorescence | hit rate 0.23% among 390,000 | Potency, µM (titrated, usually from 57.1 µM), for the others: at the top dose activity change, negative = inhibition, actives largely listed as inhibitors | O94782; also: potency is read from the fitted curve at half-maximal effect; % is scaled to controls: 0 for no effect and ±100 for the full control effect; nearly all actives have a fitted effect of over 60% in size; inactives centre near -12
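High-throughput fluorogenic screen: 1nM USP1/UAF1 complex, Ub-Rho substrate 150nM final, 50mM HEPES pH 7.8 with 0.5mM EDTA, 0.1 mg/ml BSA, 1mM TCEP and 0.01% Tween-20.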
IDH1 R132H inh = blocks human mutant IDH1 R132H enzyme | O75874 | IDH1-R132H enzyme, NADPH consumption, diaphorase/resazurin fluorescence | Potency, µM (highest dose often 76.6 µM), for the others: at the top dose activity change, negative = inhibition, hits mostly inhibitors | hit rate 0.093% among 390,000 | AID 602179; also: potency is read from the fitted curve at half-maximal effect; % is scaled to controls: 0 for no effect and ±100 for the full control effect; nearly all actives have a fitted effect of over 65% in size
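IDH1-R132H (0.5 ug/mL) preincubated 30 min with compound, then NADPH (0.016 mM) and alpha-KG (2 mM) added; 80 min at RT, pH 7.5. Remaining NADPH coupled via diaphorase/resazurin to fluorescence (540/590 nm); concentration-response curves normalized to no-enzyme control.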
LDHA block = LDHA (human) enzyme inhibition. P00338. purified LDHA, NADH/diaphorase-resazurin fluorescence; hits give low values. activity change, % (values are at about 110 or 230 µM). hit rate 0.15% among 480,000. AID 1347041; in the data active = activity change below about -30%; inconclusive = mostly about -25% to -30%;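 also: plate controls were DMSO wells for no effect and wells without enzyme for full effect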
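Resorufin fluorescence (ex540/em590), read at 0 and 20 min after diaphorase/resazurin addition, reports the NADH left after a 5 min room-temperature reaction of 2 nM human LDH5 with 0.06 mM NADH and 0.2 mM pyruvate.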
TrxR1 substrate = substrates of rat thioredoxin reductase 1 | purified TrxR1 substrate turnover, NADPH consumption readout | hit rate 0.01% among 390,000 | O89049 | Potency, µM (top dose mostly 114 µM), for inactives: at the top dose activity change, negative = substrate turnover; also: potency is read from the fitted curve at half-maximal effect; % is scaled to controls: 0 for no effect and ±100 for the full control effect; nearly all actives have a fitted effect of over 50% in size
Target sequence (O89049 whole entry, looked up): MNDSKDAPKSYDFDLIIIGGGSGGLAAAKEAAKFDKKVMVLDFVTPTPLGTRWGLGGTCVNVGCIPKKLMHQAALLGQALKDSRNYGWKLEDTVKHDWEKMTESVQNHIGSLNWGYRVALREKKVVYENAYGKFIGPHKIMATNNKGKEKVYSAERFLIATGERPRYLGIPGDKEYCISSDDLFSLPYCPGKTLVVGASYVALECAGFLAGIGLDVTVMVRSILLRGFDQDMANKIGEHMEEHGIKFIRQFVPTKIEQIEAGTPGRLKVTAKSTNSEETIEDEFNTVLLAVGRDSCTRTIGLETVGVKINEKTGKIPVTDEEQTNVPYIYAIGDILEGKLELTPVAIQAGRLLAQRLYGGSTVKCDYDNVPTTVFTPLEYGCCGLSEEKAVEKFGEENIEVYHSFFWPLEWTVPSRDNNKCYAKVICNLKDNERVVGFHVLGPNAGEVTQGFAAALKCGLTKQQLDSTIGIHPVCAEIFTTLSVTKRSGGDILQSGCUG
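Rat TrxR1, dispensed at 90 nM, was prereduced with 400 uM NADPH (final) for 5 min at ~22 deg C, then incubated with compound 15 min before 400 uM selenite. A first-read NADPH fluorescence drop versus no-compound background flagged substrates.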
* = called active by the depositor; ? = inconclusive; . = no result given; & = joins results of further samples; [ ] = dose if it differs, or a comment. Unless noted, calls follow the shape of the dose curve; as a rule, active = well fitted curve in the direction sought with a large enough effect; inconclusive = small, poorly fitted or top-dose-only effect, or another doubt; inactive = no such curve, though single readings can be large; an effect the other way counts as inactive or inconclusive.

canonical_smiles	RXFP1 ag	PI4K2A block	TrxR1 substrate	IDH1 R132H inh	LDHA block	USP1-UAF1 inh	Vif-A3G inh	GRP78 ERSR act	Vif-APOBEC3F blk
CC(=O)c1cccc(Nc2nc(-c3cccc(C)c3)nc3ccccc23)c1	4.6%	-8	5%	3%	8&-3	-26%	-18%	-5%	-12%
CC(=O)Nc1ccc(NC(=O)C2c3ccccc3Oc3ccccc32)cc1	0.0%	0	7%[57.1 µM]	-1%	-5	0%	-2%	8%	0%
CC1(C)NC(=O)N(CC(=O)N2CCN(S(=O)(=O)c3cc(Cl)ccc3Cl)CC2)C1=O	1.7%	-1	-2%	-9%	1	-11%	-2%	-3%	1%
O=C(c1c(Cl)cccc1Cl)N1CCN(c2ccccn2)CC1	0.9%	-1	3%	-2%	-2	-4%	-1%	-2%	-13%
COc1ccccc1C(=O)NCCC(=O)N(C)Cc1cccnc1	-0.1%	-22	9%	0%	-1	-20%	-11%	-4%	-1%
COc1ccc(NS(=O)(=O)c2ccc(N3CCOCC3)c(NC(=O)c3ccc(F)cc3)c2)cc1	0.0%	1	-1%[57.1 µM]	0%	1	-11%	-23%	-5%	-5%
CC(=O)c1ccc(S(=O)(=O)Nc2cccc(-c3ccc4nncn4n3)c2)cc1	12%	-7	10%[57.1 µM]	-5%	-14	-12%	-16%	-3%	2%
O=C(Nc1ccccc1Cl)NC1(C(=O)N2CCOCC2)CCCCC1	4.0%	4	-1%	-6%	-8	-16%	-2%	-1%	12%
CN1CCCN(C(=O)c2cccc(Br)c2)CC1	-0.3%	-2	-8%[57.1 µM]	4%	-6	-26%	3%	-3%	-4%
CCOC(=O)c1c(S(=O)(=O)N2CCN(c3ccc(C(C)=O)cc3)CC2)c(C)n(C)c1C	-3.6%	-22	1%	3%	-2	-24%	-7%	2%	0%
CCCSc1ccc([C@@H]2[C@H]3C(=O)N(CC)C(=O)[C@H]3[C@]3(C(=O)OC)CCCCN23)cc1	0.1%	-1	-2%	3%	-2	?	-25%	-3%	?
CC(C)N=C1CCCC1C(=S)SSC(=S)C1CCCC1=NC(C)C (centres undefined)	.	-26	.	-12%	-7	?	?	-14%	2%
CCc1nnc(NC(=O)c2cc(Cl)ccn2)s1	5.1%	-9	3%	3%	13	-14%	-1%	-4%	?
O=C(Nc1cnn(Cc2ccc(F)cc2)c1)c1cnccn1	-1.6%	3	1%	2%	-8	-25%	0%	-1%	-5%
CCCCNCCCOc1cc(Cl)ccc1Cl	-0.5%	7	-2%	0%	-10	3%	-1%	-1%	6%
CCOc1cc(S(=O)(=O)NCc2cccs2)ccc1Cl	2.1%	-8	2%[57.1 µM]	2%	-4	-21%	1%	-6%	9%
O=C(NN=c1c(=O)c2ccccc2c1=O)c1ccccc1	-2.3%	?	-13%	19%	32	32µM*	-8%	-2%	1%
CCC(CO)n1cnnc1-c1ccncc1 (centres undefined)	-0.7%	-2	5%[57.1 µM]	-3%	-2	-2%	1%	2%	7%
COc1ccc(-c2n[nH]c3c2CN(C(=O)c2ccccc2)CC3)cc1	1.2%	-2	-1%	0%	2	-19%	-16%	-3%	-8%
COc1ccc(-c2nc3cc(C)ccn3c2NC(=O)c2ccc(F)cc2)cc1	-0.8%	2	3%[2.29 µM]	-4%	1	?	-7%	-1%	-4%
Cc1ccc2c(c1)N(CC(=O)Nc1ncccc1C)C(=O)C(C(C)C)O2 (centres undefined)	-2.0%	1	8%	1%	-3	-25%	0%	-4%	-12%
COc1ccc(S(=O)(=O)NCc2cc(=O)n(C)c(=O)n2C)cc1C	10%	1	8%	-1%	0	-14%	0%	-3%	-3%
COC(=O)Cn1cc(C(=O)C(C)(C)C)c2ccccc21	-3.5%	-6	13%[57.1 µM]	8%	1	-21%	2%	-3%	-4%
O=C(CSc1nc2c(c(=O)[nH]1)CCC2)Nc1cccc(F)c1	1.0%	-2	6%	9%	-5	-16%	1%	1%	0%
Cc1ccc(Oc2ncc(CN3CCOCC3)s2)cc1	-0.7%	6	-5%	8%	-4	-12%	0%	5%	-1%
CC(C)(C)c1nnc(NC(=O)c2ccc3c(c2)OCO3)s1	3.7%	-1	8%[0.0914 µM]	25%	-7	-15%	-1%	0%	8%
Cc1ccc(NC(=O)C(c2ccccc2)N2CCN(C(=O)c3ccco3)CC2)cc1Cl (centres undefined)	-0.3%	0	-3%	0%	0	-22%	0%	2%	-12%
COc1cc(C)ccc1OCCSc1nc2ccc(NC(=O)c3ccc4c(c3)OCO4)cc2s1	5.4%	2	6%	3%	-3	-2%	2%	-3%	1%
Cc1ccc(NC(=S)N2CCC(C(=O)c3ccc(F)cc3)CC2)cc1C	.	2	2%	-7%	-8	-20%	-8%	1%	-1%
CS(=O)(=O)/C(C#N)=C/c1cccn1S(=O)(=O)c1ccccc1	1.6%	3	-13%	15%	-5	-7%	-2%	-4%	4%

Overlap with the part before: 2 compounds, then new ones.
canonical_smiles	RXFP1 ag	PI4K2A block	TrxR1 substrate	IDH1 R132H inh	LDHA block	USP1-UAF1 inh	Vif-A3G inh	GRP78 ERSR act	Vif-APOBEC3F blk
Cc1ccc(NC(=S)N2CCC(C(=O)c3ccc(F)cc3)CC2)cc1C	.	2	2%	-7%	-8	-20%	-8%	1%	-1%
CS(=O)(=O)/C(C#N)=C/c1cccn1S(=O)(=O)c1ccccc1	1.6%	3	-13%	15%	-5	-7%	-2%	-4%	4%
COc1ccc(CNC(=O)C2CCCCN2S(=O)(=O)c2ccc(F)cc2)cc1 (centres undefined)	0.1%	-1	4%[57.1 µM]	-5%	-15	-18%	1%	-4%	-4%
COc1cccc(C(=O)N2CCN(c3ncccn3)CC2)c1	0.2%	8	-8%	1%	-8	-9%	0%	-2%	-10%
Cc1cccc(N2CCN(S(=O)(=O)c3ccc(S(=O)(=O)N4CCCC4)cc3)CC2)c1C	2.1%	4	2%[57.1 µM]	6%	-3	-13%	0%	0%	2%
COc1cccc(OCC(=O)NNC(=O)c2cccs2)c1	0.9%	-2	-9%	4%	-1	-3%	0%	-1%	.
C#CCN(C[C@H]1[C@H](OC(=O)Nc2c(C)noc2C)[C@H](OC(=O)Nc2c(C)noc2C)C[C@@H](C(=O)OC)[C@H]1C(=O)OC)S(=O)(=O)c1ccc(C)cc1	.	0	.	-6%	-1	-5%	0%	-1%	-7%
COc1cc(C)ccc1OCc1cc(C(=O)N2CCN(C3CCCCC3)CC2)no1	3.1%	-1	-9%	5%	-1	-1%	3%	2%	-4%
O=C(COC(=O)C1CC(O)CN1C(=O)Oc1ccccc1)c1ccc(Br)cc1 (centres undefined)	2.7%	0	1%	0%	-10	-5%	-3%	-4%	0%
O=C(CN(Cc1cccs1)S(=O)(=O)c1ccc(S(=O)(=O)N2CCCCC2)cc1)Nc1ccccc1	0.7%	2	10%	8%	-2	2%	-6%	0%	1%
CC(C)(C)C(=O)NCCc1csc2nc(-c3ccc(F)cc3)nn12	9.2%	-2	4%[57.1 µM]	13%	5	-10%	-4%	0%	1%
CCCCOc1ccc(/C(O)=C2/C(=O)C(=O)N(CCN(C)C)C2c2ccc(O)c(OC)c2)cc1 (centres undefined)	-0.9%	0	-6%	-8%	5	-3%	0%	-2%	0%
O=[N+]([O-])c1ccc(S(=O)(=O)CC(CN2CCOCC2)N2CCOCC2)cc1 (centres undefined)	-1.1%	6	-1%	-7%	10	-15%	-15%	-6%	10%
COc1ccc(NC(=O)Cn2c(C)cc(=O)c3cccc(OC)c32)cc1	0.0%	-4	-1%	-8%	2	1%	2%	1%	.
COc1ccc(-c2[nH]c(-c3ccccc3)nc2SCC(=O)Nc2ccc3c(c2)OCCO3)cc1	3.7%	0	-1%	4%	0	-25%	-3%	-1%	-9%
CCN(CC)CCCNC(=S)N1CCC(c2nc3ccccc3[nH]2)CC1	0.8%	0	9%	-4%	-2	-19%	0%	-3%	10%
Nc1cc2nc3ccccc3oc-2cc1=O	-4.0%	-19	-9%	11%	7	-24%	?	-5%	?
CC(C)CNc1cc(Cl)c(S(=O)(=O)NCC(C)C)cc1C(=O)O	2.4%	9	12%[57.1 µM]	-7%	-4	-15%	0%	-1%	1%
CCc1ccc2occ(CC(=O)Nc3c(C(=O)c4ccc(C)cc4)oc4ccccc34)c2c1	1.5%	1	9%	51%[activator]	2	-18%	0%	-1%	-3%
O=C(CCCCC(=O)Sc1ccccc1)Sc1ccccc1	.	14	9%[57.1 µM]	0%	-9	-7%	-3%	-4%	-16%
CC(=O)c1ccc(NC(=O)c2cccc(S(=O)(=O)N3CCN(C)CC3)c2)cc1	2.6%	4	5%[0.457 µM]	8%	-10	-7%	-2%	6%	?
C[C@@H]1C[C@@H]2OC(=O)[C@]3(C)[C@H]2[C@@H](OC3(C)O)[C@]2(C)C(=O)C=C[C@H]12 (some centres undefined)	0.4%	-8	12%	-3%	3	-14%	-17%	3%	-3%
CN1/C(=C\C(=O)CSc2nnc(N)s2)C(C)(C)c2ccccc21	-0.4%	0	-2%	-7%	-3	-24%	-7%	-1%	-34%
CCNC(=O)c1ccc2c(c1)S(=O)(=O)c1ccccc1C2=O	3.2%	9	-6%	-7%	-2	-12%	-6%	-4%	-4%

Some of the compounds tested; count on the stated rates, not on these rows.
